Screening results deposited in PubChem BioAssay by several laboratories.
E coli growth: E. coli V3065 growth inhibition, primary screen, counter-screen for AddAB inhibitor project, absorbance, OD600. 18 h. inhibition, % at 11.9 µM. hit rate 0.27% among 330,000. AID 449728, 2010;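 active means inhibition above the campaign's mean inhibition across all tested compounds plus 3 SD, cut at about 9.9% in these data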;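 further: uninfected addAB+ strain grown without phage in ampicillin broth; 0% = DMSO wells and 100% = ciprofloxacin 0.95 µg/ml wells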
PKA-R2B act: activators of PKA-R2B holoenzyme, primary screen, biochemical, fluorescence polarization, Cy5-IP20, human; hit rate 0.079% among 340,000; AID 504700, 2011; PKA-R2B holoenzyme dissociation; R2B truncated from residue 108, S112A mutant; 0% DMSO only, 100% 113 µM cGMP; activation, % at 11.4 µM; cAMP-dependent protein kinase catalytic subunit beta (Homo sapiens) + cAMP-dependent …;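 active means activation above a cutoff set at the mean over all compounds plus 3 SD, cut at about 18% in these data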;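 further: higher means more holoenzyme dissociation and a rise in polarization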
Target sequence (P31323 whole entry, looked up, other chains not shown, the tested form may be a part): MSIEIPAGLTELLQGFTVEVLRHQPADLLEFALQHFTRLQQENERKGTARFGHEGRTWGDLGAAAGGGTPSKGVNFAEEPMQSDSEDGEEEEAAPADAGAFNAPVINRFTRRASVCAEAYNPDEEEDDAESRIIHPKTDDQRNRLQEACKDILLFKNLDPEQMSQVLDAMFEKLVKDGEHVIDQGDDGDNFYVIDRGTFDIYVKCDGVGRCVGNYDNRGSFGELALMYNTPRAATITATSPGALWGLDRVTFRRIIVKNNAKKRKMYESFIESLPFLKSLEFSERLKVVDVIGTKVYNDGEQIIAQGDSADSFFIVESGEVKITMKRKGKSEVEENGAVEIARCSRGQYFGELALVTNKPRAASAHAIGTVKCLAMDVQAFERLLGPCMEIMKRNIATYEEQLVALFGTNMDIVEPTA
SUMO Mot1 rescue: yeast Mot1-301 growth rescue at high temperature, primary screen, SUMOylation pathway inhibitor project, S. cerevisiae, ATP luminescence, 38.5C. growth rescue, % at 18.8 µM. hit rate 1% among 320,000. S. cerevisiae Mot1-301 growth rescue; percent above DMSO median, 100 means doubled;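 active means every valid replicate shows activation above 250% relative to neutral control wells; inactive means the rest, any valid replicate at or below 250%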;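 further: OY570 slx delta 5 strain wells were the positive control but not used for scaling; some compounds called inactive have numbers as strong as hits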
phage Ecoli inh: growth loss of phage-infected E. coli, primary screen, RecBCD inhibitor project, absorbance, with phage, HTS. inhibition, % at 11.9 µM. hit rate 0.26% among 360,000. AID 651602, 2012; in the data active means inhibition above about 11%
AddAB inh: growth inhibition of E. coli expressing H. pylori AddAB, primary screen, AddAB inhibitor project, absorbance; inhibition, % at 11.9 µM; hit rate 0.29% among 330,000; in the data active means inhibition above about 12%;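 further: 0% = vehicle wells of infected cells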
PKA-R1A act: activators of PKA-R1A holoenzyme, primary screen, biochemical, fluorescence polarization, Cy5-IP20, bovine R1A, mouse PKAc; activation, % at 11.4 µM; AID 504707, 2011; hit rate 0.083% among 340,000; cAMP-dependent protein kinase type I-alpha regulatory subunit (Bos taurus) + …; PKA-R1A dissociation; scaled: DMSO 0%, 113 µM cGMP 100%;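 active means percent activation above the mean of all tested compounds plus 3 SD, cut at about 19% in these data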;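 further: higher means more PKAc released from R1A so a rise in polarization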
Starred values were filed as active, the others as inactive; . = not tested or not shown.

Compound	E coli growth	PKA-R2B act	SUMO Mot1 rescue	phage Ecoli inh	AddAB inh	PKA-R1A act
COc1cc(C=O)ccc1O	.	.	.	0.7	.	.
O=C1NC(=O)C2(CCOc3ccc(F)cc32)N1 (configuration not stated)	.	.	.	2.8	.	.
CCN(CC)CC1CCCCN1CC(=O)N1c2ccccc2C(=O)Nc2cccnc21 (configuration not stated)	-2.0	.	7	.	-1.4	.
COc1ccc(-c2oc3c(CC=C(C)C)c(O[C@@H]4O[C@H](CO)[C@@H](O)[C@H](O)[C@H]4O)cc(O)c3c(=O)c2O[C@@H]2O[C@@H](C)[C@H](O)[C@@H](O)[C@H]2O)cc1	3.0	.	12	.	1.3	.
CN(C)CCCSc1ccccc1NC(=O)/C=C/c1ccccc1	-0.6	.	54	.	-2.9	.
O=C(O)Cc1sc(-c2ccccc2)nc1-c1ccc(Cl)cc1	.	-4	.	-0.8	.	6

Ordered by SMILES length (descending): some entries from above.
Compound	E coli growth	PKA-R2B act	SUMO Mot1 rescue	phage Ecoli inh	AddAB inh	PKA-R1A act
CCN(CC)CC1CCCCN1CC(=O)N1c2ccccc2C(=O)Nc2cccnc21 (configuration not stated)	-2.0	.	7	.	-1.4	.
O=C1NC(=O)C2(CCOc3ccc(F)cc32)N1 (configuration not stated)	.	.	.	2.8	.	.
COc1cc(C=O)ccc1O	.	.	.	0.7	.	.

3 successive records out of the list so far, quoted:
Compound	E coli growth	PKA-R2B act	SUMO Mot1 rescue	phage Ecoli inh	AddAB inh	PKA-R1A act
COc1ccc(-c2oc3c(CC=C(C)C)c(O[C@@H]4O[C@H](CO)[C@@H](O)[C@H](O)[C@H]4O)cc(O)c3c(=O)c2O[C@@H]2O[C@@H](C)[C@H](O)[C@@H](O)[C@H]2O)cc1	3.0	.	12	.	1.3	.
CN(C)CCCSc1ccccc1NC(=O)/C=C/c1ccccc1	-0.6	.	54	.	-2.9	.
O=C(O)Cc1sc(-c2ccccc2)nc1-c1ccc(Cl)cc1	.	-4	.	-0.8	.	6

These rows are one share of the data; the hit share may differ from the screen's.
